PMI inhibitors = inhibitors of human PMI, primary screen, biochemical, fluorescence intensity, coupled assay (AID 1209). 190,000 tested, 0.42% active. inhibition, % at 20 µM; hits with a dose series show IC50 in µM. purified PMI enzyme, coupled fluorescence intensity; higher % means a stronger effect;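 further: plate controls were DMSO vehicle for no effect and wells lacking substrate for full effect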
PMI inhibition = MPI inhibition at elevated mannose 6-phosphate – biochemical, fluorescence intensity, high mannose 6-phosphate, primary screen (AID 1220). recombinant PMI enzyme, coupled fluorescence intensity; higher % means a stronger effect. 190,000 tested, 0.66% active. inhibition, % at 20 µM, or IC50 in µM where a hit was titrated
NOD2 inhibition = NOD2 signaling inhibitors, cell-based, luminescence, uHTS, HEK293 (AID 1566) | HEK293 NOD2/NF-kB luciferase reporter, luminescence; higher % means a stronger effect | 290,000 tested, 0.63% active | inhibition, % at 4 µM; hits with a dose series show EC50 in µM; further: many of its hits are not listed in these tables
TNAP activation fold = human TNAP enzyme activators, primary screen, biochemical, luminescent, no phosphate acceptor, uHTS (AID 1001); purified TNAP, luminescent activation assay, no phosphate acceptor; higher activation fold means a stronger effect; 200,000 tested, 0.03% active; one-dose activation fold at 20 µM; EC50 in µM for titrated hits; in the data active means activation fold from about 3, or a potency from the dose series; inactive means the rest, 99 in 100 with activation fold below about 1.6; further: many of its hits are not listed in these tables
XIAP displacement = small molecules displacing peptide from XIAP – biochemical, IAP family, fluorescence polarization (AID 1018). displacement, % at 20 µM; hits with a dose series show IC50 in µM. 200,000 tested, 0.007% active. XIAP BIR domain, fluorescence polarization peptide displacement; higher % means a stronger effect; in the data active means displacement above about 50%; further: a part of the inactive calls stands beside numbers as strong as those of hits
LYP inhibition = PTPN22 lymphoid phosphatase activity blockers – biochemical, fluorescence intensity, uHTS (AID 1779) | recombinant LYP phosphatase, fluorescence intensity; higher % means a stronger effect | inhibition, % at 11.5 µM; hits with a dose series show IC50 in µM | 290,000 tested, 0.054% active;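 further: plate controls were vehicle with enzyme for no effect and no enzyme for full effect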
KOR beta-arrestin-1 = KOR antagonists, beta-arrestin recruitment, cell-based, luminescence, uHTS (AID 1778); KOR beta-arrestin recruitment, luminescence, antagonist mode; higher % means a stronger effect; one-dose inhibition, % at 10 µM; IC50 in µM for titrated hits; 290,000 tested, 0.091% active; further: strong numbers were not always called active
KOR beta-arrestin-2 = KOR agonists, beta-arrestin recruitment, primary screen, cell-based, luminescence, uHTS (AID 1777); KOR beta-arrestin recruitment, luminescence; higher % means a stronger effect; activation, % at 10 µM; hits with a dose series show EC50 in µM; 280,000 tested, 0.02% active; in the data active means activation above about 50%, passing the limit was not always enough; further: a part of the inactive calls stands beside numbers as strong as those of hits
NOD1 NF-kB reporter = inhibition of NOD1-driven NF-kB reporter – cell-based, luminescence, uHTS, primary screen (AID 1578) | NOD1-driven NF-kB luciferase reporter cells, luminescence; higher % means a stronger effect | inhibition, % at 4 µM; hits with a dose series show EC50 in µM | 290,000 tested, 1% active; in the data active means inhibition mostly above about 36%, no sharp cut-off; inactive means mostly below about 34%;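 further: HEK-293T reporter cells stimulated with the NOD1 agonist gamma-tri-DAP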
Starred values were filed as active, the others as inactive; . = not tested or not shown; [ ] = dose if it differs, or a comment. Unless noted, no stated cut-off is given here; in the data, active means inhibition above about 50%; inactive means the rest. Some of the compounds tested; the hit share may differ from the screen's.

PMI inhibitors	PMI inhibition	NOD2 inhibition	TNAP activation fold	XIAP displacement	LYP inhibition	KOR beta-arrestin-1	KOR beta-arrestin-2	NOD1 NF-kB reporter	Molecule
-9%	-8%	1%	2.2	-7.3%	-8%	-17%[20 µM]	-1.2%	26%	Cc1cccc(OCC(=O)NNC(=O)CCc2ccccc2)c1
.	.	-24%	.	.	-4%	-4%	-1.9%	19%	COc1ccc(OC)c(S(=O)(=O)Nc2cccc(-c3ccc(N4CCCCCC4)nn3)c2)c1
3%	8%	13%	1.1	-5.3%	-3%	-3%	-0.1%	-10%	O=C(Nc1ccccc1-c1nnc(SCc2ccccc2Cl)o1)c1ccccc1
.	.	13%	.	.	-2%	18%	3.2%	-1%	Cc1c(NC(=O)c2cc(-c3ccc(O)cc3)on2)c(=O)n(-c2ccccc2)n1C
-3%	0%	4%	1.1	-0.7%	-8%	-1%	-3.3%	7%	COc1ccc(CNC(=O)C2CSCCS2)cc1 (configuration not stated)
.	.	17%	.	.	-5%	16%	-7.6%	-1%	O=C(CN1CCN(Cc2ccccc2)CC1)Nc1ccc(Cl)cc1
-13%	-13%	-12%	1.1	2.0%	4%	20%	-2.2%	-4%	C=CCn1c(SCC(=O)N2CCN(C(=O)c3ccco3)CC2)nc2sc(CC)cc2c1=O
1%	4%	-15%	0.9	-1.9%	5%	-2%	0.2%	-53%	Nc1nc(CN2CCN(Cc3ccc4c(c3)OCO4)CC2)nc(Nc2ccccc2)n1
-4%	-6%	4%	1.1	-2.6%	-3%	-1%	-1.6%	-12%	O=C(NC(=S)NCCCN1CCOCC1)c1ccc(Br)cc1
-4%	5%	2%	1.1	-2.9%	-6%	-28%	1.7%	-29%	CCCn1c(Nc2ccccc2C)nc2ccccc21
-11%	-4%	4%	1.1	-3.2%	-8%	-38%	4.7%	-20%	Cc1ccc2c(CC(=O)NCC(C)(C)N3CCOCC3)coc2c1
.	.	6%	.	.	-12%	-47%[20 µM]	5.5%	10%	CCCCNC(=O)N1CCC(CCC(=O)N(C)Cc2ccccc2)CC1
-6%	-2%	6%	1	-2.8%	-1%	-6%	9.4%	-4%	Cc1ccccc1N1C(=O)CN(Cc2sccc2C)C1=S
.	.	-8%	.	.	-2%	24%	0.7%	-10%	CCCCC(=O)Nc1ccc(NC(=S)NC(=O)c2ccco2)cc1OC
.	.	1%	.	.	-4%	5%	0.1%	-21%	CCc1ccccc1NC(=O)NC(C)c1ccc2c(c1)OCO2 (configuration not stated)
.	.	8%	.	.	-5%	-21%	4.3%	-15%	COc1ccc2[nH]c(C(=O)O)c(NS(=O)(=O)c3ccc(C)cc3C)c2c1
-8%	2%	20%	1	-6.1%	-6%	-11%	-1.1%	22%	CCCc1ccc(Oc2c(-c3ccc(O)c(C)c3O)n[nH]c2C)cc1
5%	6%	6%	1	-3.9%	-7%	2%	3.2%	52%	CCCOc1ccc(OCCN2CCCC(C)C2)cc1 (configuration not stated)
-22%	-16%	22%	2	0.2%	4%	1%	-1.0%	15%	Cc1onc(-c2ccccc2)c1C(=O)NNC(=S)NC(=O)c1ccc(Cl)cc1Cl
.	.	-74%	.	.	-1%	-4%	2.2%	-33%	Nc1ccccc1C(=O)N1CCc2ccccc21
.	.	-1%	.	.	-9%	11%	2.4%	-14%	Cc1cccc(NC(=S)N2CCN(S(=O)(=O)c3ccccc3)CC2)c1
-1%	5%	15%	1	-5.9%	-4%	12%	-1.0%	3%	Cc1cc(S(=O)(=O)Nc2c(C)ccc3nsnc23)ccc1F
3%	0%	10%	1.2	-3.5%	-1%	31%	-2.0%	-11%	Cc1cc(Cl)ccc1OCC(=O)NCCOC(=O)Nc1sc(=S)n(C)c1C
10%	0%	20%	1.1	-69%	10%	5%	17%	-21%	CC(C)(C)c1ccc(OC(=O)c2ccc3snnc3c2)cc1
.	.	-8%	.	.	-5%	-4%	-7.2%	-9%	CCC(C(=O)Nc1ccc2c(c1)OCCO2)n1c(=O)[nH]c2ccccc2c1=O (configuration not stated)

Copied from the list.
Result of `COc1ccc2[nH]c(C(=O)O)c(NS(=O)(=O)c3ccc(C)cc3C)c2c1` under LYP inhibition: -5%
Result of `Cc1c(NC(=O)c2cc(-c3ccc(O)cc3)on2)c(=O)n(-c2ccccc2)n1C` under NOD2 inhibition: 13%
Result of `COc1ccc(OC)c(S(=O)(=O)Nc2cccc(-c3ccc(N4CCCCCC4)nn3)c2)c1` under LYP inhibition: -4%
Result of `Cc1cc(Cl)ccc1OCC(=O)NCCOC(=O)Nc1sc(=S)n(C)c1C` under KOR beta-arrestin-2: -2.0%
Result of `CCCn1c(Nc2ccccc2C)nc2ccccc21` under NOD2 inhibition: 2%
Result of `CCCCC(=O)Nc1ccc(NC(=S)NC(=O)c2ccco2)cc1OC` under NOD2 inhibition: -8%
Result of `Cc1cccc(NC(=S)N2CCN(S(=O)(=O)c3ccccc3)CC2)c1` under KOR beta-arrestin-1: 11%

Following part
PMI inhibitors	PMI inhibition	NOD2 inhibition	TNAP activation fold	XIAP displacement	LYP inhibition	KOR beta-arrestin-1	KOR beta-arrestin-2	NOD1 NF-kB reporter	Molecule
.	.	-12%	.	.	-4%	-32%	6.5%	10%	Cc1c(C(=O)O)sc2nc(/C=C/c3cccc(F)c3)[nH]c(=O)c12
2%	0%	0%	1.1	-3.1%	-8%	22%	1.7%	-1%	COc1ccc2[nH]cc(C(=O)CN3CCN(C/C=C/c4ccccc4)CC3)c2c1
11%	11%	12%	1.1	-4.9%	-7%	33%	-4.1%	46%	COc1ccc(Sc2nnc(Cc3ccccc3)c3ccccc23)cc1
.	.	9%	.	.	-3%	2%	3.5%	-9%	Cc1ccc(-n2c(SCC(=O)N(C)C)nnc2-c2ccco2)cc1
-4%	1%	22%	1.1	-2.0%	-8%	-11%	5.7%	6%	O=C(NCCCN1CCCCC1)c1ccc2c(c1)NC(=O)C(N1CCCCC1)S2 (configuration not stated)
.	.	12%	.	.	-7%	11%	2.4%	-30%	Nc1c(C=C2C=CC(=O)C=C2)c(=O)nc2sc(CC(=O)N3CCOCC3)nn12
.	.	3%	.	.	-10%	-13%	-1.6%	-12%	CC(C)N(CC(O)COc1ccc(CC(N)=O)cc1)CC(O)COc1ccc(CC(N)=O)cc1 (configuration not stated)
1%	-10%	-2%	2.2	-6.2%	-4%	-8%	4.2%	-15%	CC(=O)Nc1ccc(NC(=O)/C=C/c2cccc(C(F)(F)F)c2)cc1
.	.	8%	.	.	-7%	-30%	2.0%	-25%	Cc1cc(C)cc(NC(=O)c2cccc(N3C(=O)C4C5C=CC(C5)C4C3=O)c2)c1 (configuration not stated)
.	.	-3%	.	.	-3%	-36%	4.5%	-25%	CCOc1ccc(N(C(=O)c2snc(C(N)=O)c2N)C(C)C(=O)NC2CCCCC2)cc1 (configuration not stated)
.	.	-2%	.	.	-5%	-1%	0.5%	-4%	CCCCC(C(=O)NC(C)(C)C)N(Cc1ccccc1Cl)C(=O)c1snc(C(N)=O)c1N (configuration not stated)
.	.	16%	.	.	-10%	5%	-0.3%	-7%	C=CCc1cc(Cl)ccc1OC(=O)Nc1cccc(Cl)c1
.	.	3%	0.9	-1.1%	-11%	-11%[20 µM]	.	-22%	Cc1c(Cl)cccc1N=C(N)N=C(N)N
.	.	-1%	.	.	-9%	-2%[20 µM]	0.6%	32%	CC(Oc1ccc2ccc(=O)oc2c1)C(=O)NCC1CCC(C(=O)O)CC1 (configuration not stated)
.	.	12%	.	.	-10%	-22%	-4.5%	0%	CCOc1ccc(NC(=O)c2ccc(N3CC4CC(C3)c3cccc(=O)n3C4)c(N)c2)cc1 (configuration not stated)
58%*	7%	-10%	1.1	-6.0%	13%	-4%	1.9%	-8%	Cc1cc(C)c2nc3s/c(=C/c4ccccc4)c(=O)n3c2c1
-12%	-22%	12%	1.1	-3.2%	-12%	-24%	0.1%	8%	CCN1CCN(C(c2cc(OC)c(OC)c(OC)c2)c2nnnn2C(C)C)CC1 (configuration not stated)
-1%	-1%	-13%	1.1	-3.9%	2%	9%	-0.1%	-25%	COC1(OC)N=C(N)C2(C#N)C(c3ccc(C)cc3)C12C#N (configuration not stated)
.	.	16%	.	.	-4%	-50%[20 µM]	3.4%	5%	CCOc1cc(CN2CCN(c3ncccn3)CC2)ccc1OC
-11%	-17%	12%	1.1	-4.6%	0%	-3%	3.1%	-17%	O=C(O)CC(SCc1ccc(C(=O)O)o1)C(=O)O (configuration not stated)
18%	24%	-69%	1.1	-1.9%	1%	-34%	2.9%	-16%	COc1ccc(C(=O)n2c(-c3ccco3)nc3ccccc32)cc1
.	.	-10%	.	.	-11%	3%	4.1%	-28%	COc1ccc(C(=O)Nc2ccnn2C2CCN(CC3CC=CCC3)CC2)cc1 (configuration not stated)
11%	6%	-18%	1.1	0.2%	-2%	-12%	-9.8%	-18%	COc1cccc(NC(=O)CSc2ccccn2)c1
.	.	-6%	.	.	-10%	-41%[20 µM]	9.9%	8%	CCN1C(=O)/C(=C2/Sc3ccccc3N2CC)SC1=S
.	.	-58%	.	.	1%	-1%	-0.3%	-11%	CCn1c(NC(=O)c2ccccc2)nc2ccccc21

(further entries)
PMI inhibitors	PMI inhibition	NOD2 inhibition	TNAP activation fold	XIAP displacement	LYP inhibition	KOR beta-arrestin-1	KOR beta-arrestin-2	NOD1 NF-kB reporter	Molecule
1%	3%	21%	1.1	-0.3%	7%	-4%	-0.7%	-18%	O=C(O)c1cn(Cc2ccccc2)c2ccccc2c1=O
.	.	24%	.	.	0%	-24%	15%	3%	CC(C)Cc1nnc(NC(=O)c2cc(-c3ccncc3)nc3ccccc23)s1
-8%	-11%	10%	1	-4.1%	-2%	-39%	4.3%	-18%	Cc1ccc(Nc2nc3c(c(=O)[nH]c(=O)n3C)n2Cc2ccc(F)cc2)cc1
.	.	4%	.	.	-9%	-5%	0.8%	6%	COc1cccc(CN(C)C(=O)[C@@H](NC(=O)c2ccc(C)cc2)C(C)C)c1
1%	-1%	1%	1	-3.3%	-9%	10%	-0.2%	6%	COc1ccc(OC)c(S(=O)(=O)n2nc(C)cc2C)c1

Quoted at random: 2 records from the list
PMI inhibitors	PMI inhibition	NOD2 inhibition	TNAP activation fold	XIAP displacement	LYP inhibition	KOR beta-arrestin-1	KOR beta-arrestin-2	NOD1 NF-kB reporter	Molecule
.	.	24%	.	.	0%	-24%	15%	3%	CC(C)Cc1nnc(NC(=O)c2cc(-c3ccncc3)nc3ccccc23)s1
1%	-1%	1%	1	-3.3%	-9%	10%	-0.2%	6%	COc1ccc(OC)c(S(=O)(=O)n2nc(C)cc2C)c1

With a hit mark in PMI inhibitors (from the list above):
PMI inhibitors	PMI inhibition	NOD2 inhibition	TNAP activation fold	XIAP displacement	LYP inhibition	KOR beta-arrestin-1	KOR beta-arrestin-2	NOD1 NF-kB reporter	Molecule
58%*	7%	-10%	1.1	-6.0%	13%	-4%	1.9%	-8%	Cc1cc(C)c2nc3s/c(=C/c4ccccc4)c(=O)n3c2c1

Assay outcomes (PubChem BioAssay)
